Screening data as filed in PubChem BioAssay.
CHRM4 PAM – human M4 muscarinic receptor positive allosteric modulators, primary screen, CHO-K1 cells, Fluo-8 calcium fluorescence. Muscarinic acetylcholine receptor M4 (Homo sapiens), P08173. activation, % at 3 µM. CHO-K1 hM4/Gqi5, ACh EC20; 0% = ACh EC20, 100% = maximal ACh. hit rate 0.4% among 360,000;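 active = activation above its plate's cutoff, the mean activation of sample wells plus 3 SD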; also: some results filed as inactive read as strong as hits
Target sequence (P08173 whole entry, looked up): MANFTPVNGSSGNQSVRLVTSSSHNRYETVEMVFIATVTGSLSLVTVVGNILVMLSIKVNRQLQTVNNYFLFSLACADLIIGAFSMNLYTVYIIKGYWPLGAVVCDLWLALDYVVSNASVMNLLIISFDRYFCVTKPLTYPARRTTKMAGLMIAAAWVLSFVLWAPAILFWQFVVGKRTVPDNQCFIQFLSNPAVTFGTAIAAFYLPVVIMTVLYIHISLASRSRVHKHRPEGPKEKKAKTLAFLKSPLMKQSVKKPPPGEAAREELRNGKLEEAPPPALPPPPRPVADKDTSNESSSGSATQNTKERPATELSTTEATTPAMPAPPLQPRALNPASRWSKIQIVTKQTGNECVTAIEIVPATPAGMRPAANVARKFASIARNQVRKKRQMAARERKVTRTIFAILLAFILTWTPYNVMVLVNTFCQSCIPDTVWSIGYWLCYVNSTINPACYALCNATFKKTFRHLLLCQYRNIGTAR
CHO-K1 Ca antag – counter-screen for M1 antagonists: effect in parental CHO-K1 cells; ATP-induced calcium, Fluo-8 fluorescence; inhibition, % at 3 µM; hit rate 0.6% among 360,000;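 active = inhibition above a per-plate cutoff, the plate's mean sample inhibition plus 3 SD, cut at about 24% in these data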;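 also: 0% = DMSO plus EC80 ATP and 100% = DMSO alone without ATP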
M4 ag – human M4 muscarinic receptor agonists, primary screen, CHO-K1 cells, Fluo-8 calcium fluorescence | Muscarinic acetylcholine receptor M4 (Homo sapiens), P08173 | CHO-K1 hM4/Gqi5; vehicle 0%, full acetylcholine response 100% | activation, % at 3 µM | hit rate 0.14% among 360,000;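 active = activation above the run mean over all test wells plus 3 SD, cut at about 32% in these data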;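 also: peak over basal fluorescence ratio per well then scaled between controls; 0% = DMSO wells and 100% = acetylcholine at EC100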
CHRM5 agonist – human M5 muscarinic receptor agonists, primary screen, CHO-K1 cells, Fluo-8 calcium fluorescence; Muscarinic acetylcholine receptor M5 (Homo sapiens), P08912; CHO-K1 hM5 cells; 0% DMSO wells, 100% maximal acetylcholine response; activation, % at 3 µM; hit rate 0.19% among 360,000; AID 624037, 2012;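 active = activation above the run's mean over test compounds plus 3 SD, cut at about 23% in these data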;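 also: signal is peak over basal fluorescence ratio across the kinetic read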
Target sequence (P08912 whole entry, looked up): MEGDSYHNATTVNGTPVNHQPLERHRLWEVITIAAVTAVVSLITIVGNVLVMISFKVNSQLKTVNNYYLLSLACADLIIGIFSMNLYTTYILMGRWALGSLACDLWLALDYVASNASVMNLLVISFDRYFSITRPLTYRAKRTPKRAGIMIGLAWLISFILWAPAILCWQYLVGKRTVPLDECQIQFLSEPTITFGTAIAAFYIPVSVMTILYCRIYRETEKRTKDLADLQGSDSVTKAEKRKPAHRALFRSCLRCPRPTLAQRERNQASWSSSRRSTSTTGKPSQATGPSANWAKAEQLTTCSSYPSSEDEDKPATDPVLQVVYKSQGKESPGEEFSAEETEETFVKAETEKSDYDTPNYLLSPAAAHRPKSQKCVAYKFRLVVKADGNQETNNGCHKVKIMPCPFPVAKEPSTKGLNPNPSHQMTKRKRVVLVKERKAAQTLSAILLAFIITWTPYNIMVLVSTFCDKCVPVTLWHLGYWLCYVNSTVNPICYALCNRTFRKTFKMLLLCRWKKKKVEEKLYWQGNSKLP
CHO-K1 Ca PAM – nonselective calcium activators in parental CHO-K1 cells, primary screen, counter-screen for M1 PAM project, cell-based, Fluo-8 calcium fluorescence, full deck, 1536-well. ATP EC20; 0% at ATP EC20, 100% at ATP max. activation, % at 3 µM. hit rate 0.02% among 360,000;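 active = activation above the run cutoff, the mean activation of all test compounds plus 3 SD, cut at about 40% in these data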;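 also: peak over basal fluorescence ratio in a 140 s read after ATP addition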
CHRM5 antagonist – human M5 muscarinic receptor antagonists, primary screen, CHO cells, Fluo-8 calcium fluorescence; Muscarinic acetylcholine receptor M5 (Homo sapiens), P08912; CHO-hM5 cells, ACh EC80; inhibition, % at 3 µM; hit rate 0.59% among 360,000;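 active = inhibition above a per-plate cutoff, the mean of that plate's test compounds plus 3 SD, cut at about 27% in these data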;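 also: 0% = acetylcholine EC80 with DMSO and 100% = DMSO without agonist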
M5 PAM – human M5 muscarinic receptor positive allosteric modulators, primary screen, CHO-K1 cells, Fluo-8 calcium fluorescence. activation, % at 3 µM. AID 624038, 2012. hit rate 0.3% among 360,000. CHO-K1 hM5, ACh EC20 PAM; 0% = ACh EC20, 100% = ACh EC100. Muscarinic acetylcholine receptor M5 (Homo sapiens), P08912;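 active = activation above the run cutoff, the mean activation of all test compounds plus 3 SD, cut at about 18% in these data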
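System: CHO-K1 cell line with stable human muscarinic M5 receptor expression | Also added: EC20 acetylcholine as agonist stimulus | Compound: One concentration, 3 µM final (nominal) | Timing: Fluo-8 loading 80 min at 37 °C plus 30 min room temperature | Measured by: Fluo-8 calcium dye fluorescence, kinetic read | Read-out basis: % activation, ACh-normalized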
CHO-K1 Ca ag – counter-screen for M1 agonists: effect in parental CHO-K1 cells. activation, % at 3 µM. hit rate 0.48% among 360,000. Fluo-8 calcium fluorescence; scaled to maximal ATP response, vehicle zero; in the data active = activation above about 15%;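 also: untransfected CHO-K1 host cells lacking M1 receptor as counterscreen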
M4 antag – human M4 muscarinic receptor antagonists, primary screen, CHO cells, Fluo-8 calcium fluorescence; CHO-hM4 cells, ACh EC80; inhibition, % at 3 µM; hit rate 0.73% among 360,000; AID 624125, 2012;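 active = inhibition above its plate's cutoff, the mean inhibition of sample wells plus 3 SD, cut at about 27% in these data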;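 also: 0% = acetylcholine EC80 with DMSO and 100% = DMSO without agonist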
Active calls of the source: *.

SMILES,CHRM4 PAM,CHO-K1 Ca antag,M4 ag,CHRM5 agonist,CHO-K1 Ca PAM,CHRM5 antagonist,M5 PAM,CHO-K1 Ca ag,M4 antag
Cc1cccc(Nc2ncnc3nc[nH]c23)c1C,-4,18,-1,0,-8,0,-6,0.7,9
COc1ccccc1Nc1ccc([N+](=O)[O-])cc1N,-2,-5,0,-6,22,-7,-1,0.9,-5
Cc1cc(NC(=O)CSc2nc(=O)n3cc(Cl)ccc3n2)no1,0,-7,1,1,10,7,0,1.0,-9
COc1ccc(CCNC(=O)CCOc2ccc(C(C)(C)C)cc2)cc1OC,2,-5,4,2,13,-10,2,2.5,-4
Cc1ccc(NC(=S)N(CCCN2CCOCC2)Cc2ccco2)cc1C,5,-17,2,-4,19,8,2,2.2,-5
CC(=O)Nc1ccc(N2CCOCC2)c([N+](=O)[O-])c1,10,-9,1,1,20,-24,5,0.6,0
O=C(Nc1ccc2oc(-c3ccccc3)nc2c1)c1cc(-n2cnnc2)ccc1Cl,-8,-9,9,-3,12,16,-7,2.6,-1
CCN(CC)S(=O)(=O)c1ccc2c(c1)nc(SCC(=O)NC1CC1)n2-c1ccccc1OC,-6,7,1,-3,-3,7,-15,0.5,4
COc1ccc(Cc2c(-c3cccc(Cl)c3)nc3c(C)cc(Br)cn23)c(C)c1,-11,-12,0,-8,5,12,-2,0.1,9
COC(=O)c1c(-c2snnc2C)n[nH]c1C,-17,-9,9,4,15,3,2,3.9,0
CCN(Cc1ccc(NC(C)=O)cc1)CC1CCCN(CCc2cccc(OC)c2)C1 (centres undefined),-5,8,2,-14,2,-5,-2,0.0,1
Cc1nc2c(sc3nc(N4CCOCC4)c4c(c32)CC(C)(C)OC4)c(-c2ccc(Cl)cc2)c1C(=O)O,5,-3,1,-2,-2,8,-9,0.6,-1
CNC(=S)N1CCN(c2ccccc2OC)CC1,5,0,1,-1,-3,7,-3,0.1,5
CCCCC(=O)NC1(C(F)(F)F)C(=O)Nc2c1c(=O)[nH]c(=O)n2Cc1ccco1 (centres undefined),6,5,1,-2,4,-9,2,-0.4,-10
CCCCOCCCNC(=O)CC(C)c1ccccc1 (centres undefined),6,0,0,0,14,8,-3,0.1,5
Cc1cccc(-n2c(C)n[nH]c2=S)c1C,-1,-8,0,-4,5,5,-4,0.0,4
O=C(Cn1nc(-c2ccco2)ccc1=O)Nc1cc(Cl)ccc1Cl,-11,-11,0,2,5,-6,4,2.4,-11
CCOC(=O)/C(C#N)=C/c1cn(CCC(=O)O)nc1-c1ccccc1,8,-1,1,0,20,-8,8,2.1,3
O=C1NC(=O)C(c2cn(-c3ccccc3)nc2-c2ccc(F)cc2)N1 (centres undefined),-3,-12,-1,-5,18,-4,-3,0.1,2
CCOC(=O)C1(CC2CCCCO2)CCN(Cc2cc3ccccc3[nH]2)CC1 (centres undefined),-24,9,125*,62*,-8,34*,-21,57*,59*

Record cards (already shown). Order of values: CHRM4 PAM | CHO-K1 Ca antag | M4 ag | CHRM5 agonist | CHO-K1 Ca PAM | CHRM5 antagonist | M5 PAM | CHO-K1 Ca ag | M4 antag
`O=C(Cn1nc(-c2ccco2)ccc1=O)Nc1cc(Cl)ccc1Cl` across the screens: -11 | -11 | 0 | 2 | 5 | -6 | 4 | 2.4 | -11
`CNC(=S)N1CCN(c2ccccc2OC)CC1` across the screens: 5 | 0 | 1 | -1 | -3 | 7 | -3 | 0.1 | 5

Additional entries
SMILES,CHRM4 PAM,CHO-K1 Ca antag,M4 ag,CHRM5 agonist,CHO-K1 Ca PAM,CHRM5 antagonist,M5 PAM,CHO-K1 Ca ag,M4 antag
C[C@@H]1CN(Cc2nnnn2CC(=O)NCCCn2cccn2)C[C@H](C)O1,1,-1,1,1,-2,-3,-1,-0.4,-4
COc1ccccc1C(=O)COC(=O)CCN=C1NS(=O)(=O)c2ccccc21,0,-3,4,4,-18,-3,3,1.8,-5
O=C(c1ccc(CS(=O)(=O)c2ccc(Br)cc2)o1)N1CCCCCC1,-3,1,5,5,1,-1,-9,2.0,-25
CCC(CO)Nc1nc(CN2CCCCC2)nc2scc(-c3ccccc3)c12 (centres undefined),-3,9,4,-4,-7,-1,-4,1.7,-1
COc1ccc(CCN2CCCC(CN(C)Cc3cccc(OC)c3)C2)cc1 (centres undefined),-7,-5,2,-17,9,12,0,0.6,0
Cc1ccc(C(=O)Nc2ccccc2C(=O)N2CCCCC2C)cc1 (centres undefined),-4,-10,3,0,-10,10,-7,0.4,-10
CCOC(=O)N/N=C/c1ccc(F)cc1F,-2,-5,3,-3,19,-5,4,-0.5,0
Cc1nn(C)c(C)c1S(=O)(=O)N(CC(=O)Nc1ccc2c(c1)OCO2)c1ccc(C(C)C)cc1,5,-8,3,0,21,-7,-2,3.6,-1
COC(=O)c1ccc2nc(Nc3nc4c(F)cc(F)cc4s3)sc2c1,5,-11,0,-3,29,-10,7,0.1,-1
CC(C)C[C@@]12C(=O)N(c3cccc(F)c3)C(=O)N1[C@H](c1ccc(Br)cc1)[C@@H]1C(=O)N(C(C)(C)C)C(=O)[C@@H]12,3,-14,1,0,14,13,4,0.5,0
CCCN1CCC(=O)N([C@H](COc2ccccc2)Cc2ccccc2)CC1,10,-6,9,-6,11,6,0,0.9,-20
COc1ccc(C)cc1-n1c(SCC(=O)N2CCOCC2)nc2ccccc2c1=O,3,-9,1,-1,15,0,2,0.7,-1
COc1ccc(CCNC(=O)CCC(=O)Nc2ccccc2[N+](=O)[O-])cc1OC,0,-2,1,-1,2,3,2,0.1,5
N#Cc1c(C(F)(F)F)cc(-c2cccs2)nc1SCc1ccc(Cl)nc1,-6,-6,0,3,-6,3,-3,0.5,-10
O=C(O)CCc1ccc(S(=O)(=O)Nc2ccccc2C(=O)NCCc2ccccc2)cc1,5,-10,0,2,0,8,4,0.8,0
CCOc1ccc(N2C(=O)CC(SCc3nc4ccccc4[nH]3)C2=O)cc1 (centres undefined),4,-7,3,-3,9,-14,1,0.1,-19
Cc1ccc(S(=O)(=O)N2CCOCC2)cc1N/N=C(\C#N)c1nc2ccccc2[nH]1,4,-5,2,-2,10,-3,-6,0.7,-2
CC1CC(C)CN(C(=O)c2cccc(S(=O)(=O)N(C)c3ccccc3)c2)C1 (centres undefined),8,-4,7,2,6,9,-6,4.2,-8
CCCNC(=O)c1ccc(C2SCC(=O)N2Cc2ccccc2)cc1 (centres undefined),-19,-14,1,-11,19,-6,-9,0.4,20
CCNC(=O)C1(C)CCCN(C(=O)c2ccccc2Br)C1 (centres undefined),5,-6,1,3,23,10,7,0.7,-12
COc1ccc(N2C(=O)CCC(C(=O)N3CCN(c4ccccn4)CC3)C2c2ccc(F)cc2)cc1 (centres undefined),-12,-7,9,3,-9,9,-6,4.5,5
CC(C)CN1C(=O)c2ccc(C(=O)Nc3ccncc3)cc2C1=O,1,-16,24,14,0,7,-20,18*,-13
COc1cc2c(cc1OC)-c1nnc(C)n1C1(CCCC1)C2,-6,27*,0,0,-9,-1,-2,-0.5,8
CCC1(CC)Cc2ccccc2C(CC(=O)N2CCOCC2)=N1,2,-5,0,-3,-11,-9,4,-0.3,-12
CC1=C(C(=O)OC2CCCCC2)C(c2ccc(F)cc2)NC(=O)N1 (centres undefined),-2,-10,-1,-8,7,3,3,3.7,7
CO/N=C/CC(=O)c1cnc(-c2ccccc2)s1,6,-3,2,-2,3,6,-1,0.2,2
CS(=O)(=O)N(Cc1ccc(C(=O)N2CCc3ccccc3C2)cc1)c1ccccc1,-10,-2,10,5,14,-16,0,4.5,5
Cc1ccc(C(=O)N/N=C\c2ccc(OC(=O)c3cccc(F)c3)cc2)cn1,-3,-10,1,1,8,11,-2,2.1,9
CC(=O)C1=C(C)NC(SCC(N)=O)=C(C#N)C1c1sccc1C (centres undefined),3,-17,2,-2,13,-9,-1,0.0,-5
CSCCC(NC(=O)COc1ccccc1)C(=O)N(C)Cc1c(F)cccc1Cl (centres undefined),-4,-12,14,4,22,3,-8,8.3,-2
O=C1OC(c2ccccc2)=NC12CC2c1ccc(Cl)cc1 (centres undefined),15,3,1,1,-6,-6,9,-0.3,-1
CC(NC(=O)COC(=O)c1ccccc1F)C1CC2CCC1C2 (centres undefined),10,-10,0,1,-9,5,7,-0.4,-3
CC(=O)NC(c1cccs1)c1cc(F)c2cccnc2c1O (centres undefined),3,-18,1,-3,24,9,-3,0.6,-6
CSc1ccccc1-c1nnc(-c2ccc(Cl)cc2)o1,13,-15,1,-5,20,-11,-2,0.2,13
CCN(c1ccccc1)S(=O)(=O)c1ccc(OC)c(NC(=O)C2=NN(c3ccccc3)C(=O)CC2)c1,9,-18,3,-2,-7,5,-8,0.3,-15
O=C(CSc1ccccc1)N[C@@H](Cc1ccccc1)C(=O)O,6,-6,-2,1,16,10,2,0.0,-1
CCCCOC(=O)C1CN(c2ccccc2)N=C1C(C)=O (centres undefined),-1,-10,1,-9,24,10,-11,0.1,-18
C[C@@H]1CN([C@H](C)CO)C(=O)c2cc(NC(=O)Cc3cn(C)c4ccccc34)ccc2O[C@H]1CN(C)S(=O)(=O)c1ccc(F)cc1,5,5,1,-2,-5,-2,-1,-0.1,6
COc1cccc(-c2ccc(NC(=O)C3CCCN(CCCn4nc(C)cc4C)C3)cc2)c1 (centres undefined),-20,-3,6,-7,8,12,-11,4.9,-4
O=S(=O)(/N=C(/Nc1ccccc1F)c1ccccc1)c1ccccc1,0,-2,1,1,-4,2,3,0.0,-6
O=C(c1cccc(S(=O)(=O)N2CCN(c3ccc(F)cc3)CC2)c1)N1CCCCCCC1,-6,3,8,8,-5,6,-12,6.2,0
CCc1ccccc1NC(=O)CN(C)C(=O)c1cccc(S(=O)(=O)N2CCCCCC2)c1,-1,-10,4,1,4,19,-7,1.0,9
Nc1c(S(=O)(=O)c2cccs2)c2nc3ccccc3nc2n1/N=C/c1cccc(O)c1,-3,-6,3,-1,16,3,3,0.8,-3
CCCCc1cc(=O)oc2cc(OCC(=O)N(CC)CC)ccc12,4,2,1,0,7,-5,0,0.7,5
O=C(COc1cccnc1[N+](=O)[O-])NCc1ccccc1,-3,-7,2,-2,12,6,2,0.6,3
N=C(SC1CC(=O)N(c2ccc(F)cc2)C1=O)N1N=C(c2ccccc2)CC1c1ccccc1 (centres undefined),3,-10,1,0,-1,8,0,0.0,-3
Cc1ccc(CNC(=O)CN(C(=O)C2(C)CC(=O)N=C3C=CC=CN32)c2cccc(C)c2C)cc1 (centres undefined),6,-7,1,-3,13,1,7,1.4,-6
Cc1ccc(NC(=S)N=Nc2c(O)[nH]c3ccccc23)cc1,2,-1,1,-1,18,3,2,0.4,-1
